D3 ag – agonists of human D3 dopamine receptor; D3R DiscoveRx beta-arrestin cells, luminescence, 90 min; P35462; AID 652048; max activation, %; hit rate 0.58% among 410,000; in the data active means max activation above about 30%; further: 0% is about no effect; mostly tested at two doses, the higher about 12 µM
Target sequence (P35462 whole entry, looked up): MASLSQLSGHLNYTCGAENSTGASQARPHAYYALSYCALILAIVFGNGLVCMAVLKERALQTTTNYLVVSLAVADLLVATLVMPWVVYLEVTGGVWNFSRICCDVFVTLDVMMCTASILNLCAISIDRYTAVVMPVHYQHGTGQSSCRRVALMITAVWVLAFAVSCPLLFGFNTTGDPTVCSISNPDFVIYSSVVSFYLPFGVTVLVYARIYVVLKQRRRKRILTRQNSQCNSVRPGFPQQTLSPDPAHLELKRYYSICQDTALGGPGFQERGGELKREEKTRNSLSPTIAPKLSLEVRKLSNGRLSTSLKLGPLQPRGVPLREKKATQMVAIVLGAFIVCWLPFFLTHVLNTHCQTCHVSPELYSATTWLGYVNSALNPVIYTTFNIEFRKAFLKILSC
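Agonist mode: compounds and dopamine controls were applied to plated cells for 90 min at 37 degrees C after an overnight attachment at 1500 cells/well. Luminescent read-out followed 30 - 60 minutes at room temperature with DiscoveRx detection reagent.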
HT1080NT lethal – kills 2HG-producing HT-1080-NT fibrosarcoma cells; HT-1080-NT fibrosarcoma viability, CellTiter-Glo ATP luminescence, 48 h; Potency, µM (doses to about 46.1 µM), inactives show top-dose activity, negative = less viability, usual class: cytotoxic; hit rate 1.6% among 360,000; AID 686970;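 further: NT is the 2HG producing partner of a matched IDH1 knockdown line; potency means the concentration at half of the fitted maximal effect; 0% = DMSO-treated cells and -100% = media-only wells without cells; nearly all actives have a fitted effect of over 55% in size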
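Fibrosarcoma NT cells, 750 per well in 5% FBS RPMI, were exposed to compound for 48 hours. Viability: CellTiter-Glo luminescence.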
KB-3-1 tox – KB-3-1 parental cell cytotoxicity; KB-3-1 viability, CellTiter-Glo ATP luminescence, 72 h; Potency, µM (highest dose often 46.1 µM), without a hit: at the highest dose activity change, negative = cytotoxic, actives largely listed as cytotoxic; hit rate 1.4% among 400,000; AID 1347075; further: potency means the concentration at half of the fitted maximal effect; on the % scale 0 is the no-effect control and ±100 the full control effect; nearly all actives have a fitted effect of over 60% in size
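Cytotoxicity in the drug-sensitive parental line KB-3-1 was scored as loss of CellTiter-Glo luminescence following 72 h incubation with compound. Values come from curve fitting of normalized concentration-response data.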
DRD3 antagonist – blocks the human D3 dopamine receptor | D3R cells, DiscoveRx beta-arrestin luminescence, antagonist mode; hits give low values | max response, negative = inhibition, % | hit rate 2.5% among 360,000; in the data active means max response below about -50%; inconclusive means no clear call, values can overlap the other calls; further: on the % scale 0 is the no-effect control and ±100 the full control effect; mostly tested at two doses, the higher about 12 µM
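Cells expressing the human receptor were seeded at 1500 cells/well, incubated overnight at 37 degrees C in 5% CO2, then exposed to library compounds with dopamine controls for 90 minutes at 37 degrees C before luminescent detection.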
SW480 rereplic – DNA re-replication induction in SW480 cells. SW480 DNA re-replication, Hoechst DNA content imaging, 48 h. Potency, µM (titrated, usually from 46.1 µM), for the others: at the highest dose re-replication activation, usual class: activators. hit rate 1.8% among 340,000; further: potency means the concentration at half of the fitted maximal effect; % of control where 0% means no effect; nearly all actives have a fitted effect of over 55% in size
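SW480 cells exposed to compounds for 48 hr at 37 C, 5% CO2, then Hoechst-stained 40 min. Nuclear DNA content imaged by fluorescence scanning (405 nm excitation, 500-530 nm emission); re-replication scored as increased high-intensity nuclei.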
IL1B secr inh – blocks inflammasome-driven IL-1 beta release; THP-1 LPS/ATP IL-1B secretion, AlphaLISA, 16 h; hits give low values; activity change, % at 57.5 µM; hit rate 4.7% among 360,000; AID 743279; in the data active means activity change below about -50%; inconclusive means mostly about -30% to -49%; further: on the % scale 0 is the no-effect control and ±100 the full control effect
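THP-1 cells pretreated 1 hr with compounds (up to 57.5 uM final), then stimulated with LPS (250 ng/mL final) plus ATP (1.25 mM final); secreted IL-1B measured by AlphaLISA after 16 hr, decreased signal indicating inhibition.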
GLP-1R agonist – activates the human GLP-1 receptor | P43220 | HEK293 GLP-1R CRE-luciferase, luminescence, 4-6 h; cells express a hypersensitive GLP-1R form | hit rate 0.007% among 380,000 | Potency, µM (doses to about 45.6 µM), without a hit: top-dose activation, usual class: activators; further: potency means the concentration at half of the fitted maximal effect; % of control where 0% means no effect
Target sequence (P43220 whole entry, looked up): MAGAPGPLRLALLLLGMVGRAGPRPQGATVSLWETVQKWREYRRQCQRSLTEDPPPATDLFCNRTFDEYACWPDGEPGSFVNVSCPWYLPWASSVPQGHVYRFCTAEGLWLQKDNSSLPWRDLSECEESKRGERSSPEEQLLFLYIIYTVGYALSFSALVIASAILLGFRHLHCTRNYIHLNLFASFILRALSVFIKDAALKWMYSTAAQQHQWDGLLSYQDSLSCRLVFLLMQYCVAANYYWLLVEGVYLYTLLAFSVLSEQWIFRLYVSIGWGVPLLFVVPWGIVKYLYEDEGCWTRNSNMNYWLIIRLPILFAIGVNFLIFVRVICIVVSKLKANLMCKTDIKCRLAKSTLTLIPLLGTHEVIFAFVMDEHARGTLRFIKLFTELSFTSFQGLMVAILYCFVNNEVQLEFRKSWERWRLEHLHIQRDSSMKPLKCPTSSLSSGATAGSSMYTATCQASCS
KB-V1 cytotox – KB-V1 MDR subline cytotoxicity; KB-V1 MDR cells viability, CellTiter-Glo, 72 h; Potency, µM (highest dose often 46.1 µM), for inactives: at the top dose activity change, negative = cytotoxicity, most hits filed as cytotoxic; hit rate 3.4% among 400,000; AID 1347076; further: potency means the concentration at half of the fitted maximal effect; on the % scale 0 is the no-effect control and ±100 the full control effect; nearly all actives have a fitted effect of over 60% in size
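KB-V1, DMEM (no phenol red) + 10% FBS; cpd pin-transferred, titration series; 72 h, 37 degrees C; CellTiter-Glo, luminescence. Data normalized, curve-fit.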
HT1080 IDH1KD tx – toxicity to HT-1080 IDH1 knockdown cells (counter line). HT-1080 IDH1 knockdown viability, ATP luminescence, 48 h. Potency, µM (series often up to 46.1 µM), for inactives: at the top dose activity, negative = toxicity, usual class: cytotoxic. hit rate 2% among 360,000;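 further: potency means the concentration at half of the fitted maximal effect; 0% = DMSO wells and -100% = cell-free medium wells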
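HT-1080-IDH1KD cells (IDH1 knocked down), 750/well in RPMI with 5% FBS, treated with compound 48 h at 37 degrees C. Viability by CellTiter-Glo luminescence, normalised to DMSO and no-cell wells; concentration-response curves classed.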
Numbers without * were called inactive; ? = inconclusive; nt = no result given; [ ] = dose if it differs, or a comment. Unless noted, the call rests on the fitted dose curve; in most records, active means well fitted curve in the direction sought with a large enough effect; inconclusive means small, poorly fitted or top-dose-only effect, or another doubt; inactive means no such curve, though single readings can be large; an effect the other way counts as inactive or inconclusive.

The line under a structure holds: D3 ag | HT1080NT lethal | KB-3-1 tox | DRD3 antagonist | SW480 rereplic | IL1B secr inh | GLP-1R agonist | KB-V1 cytotox | HT1080 IDH1KD tx
1: CC1(C)CC(=O)C2=C(C1)OC(N)=C(C#N)C2c1cccc(OC(=O)c2ccco2)c1 (stereo not drawn)
 : -1 | 6% | -2% | -90* | -2% | 0 | 10% | 5% | -7%
2: CCCC(=O)Nc1ccc2c(c1)C(=O)NC2=O
 : 4 | 23% | 23% | 11 | -7% | 13 | 13% | 0% | 14%
3: CC(=O)Nc1ccc2c(c1)-c1ccc(F)cc1C2=O
 : 6 | 11% | 25% | 2 | -5% | -6 | 15% | ? | 9%
4: Cc1ccc(/C=N/NC(=O)c2ccccc2OCc2ccc(F)cc2)o1
 : 4 | -6% | 34% | 1 | -11% | 0 | 1% | ? | -11%
5: COc1ccc(CC(C(=O)Nc2ccc(OC)cc2)c2nn[nH]n2)cc1 (stereo not drawn)
 : 12 | 1% | 9% | 3 | -11% | 27 | -4% | 4% | 0%
6: COCC(=O)NC1CC2CCCC(C1)N2Cc1ccccc1 (stereo not drawn)
 : 2 | -1% | 11% | -77* | -3% | -10 | -5% | -4% | 2%
7: Oc1ccccc1-c1n[nH]c(-c2ccccc2O)n1
 : 2 | ? | ? | 18 | ? | -3 | 0% | ? | ?
8: COc1ccccc1C1CCN(Cc2ccccc2)CC1
 : -24 | 1% | 1% | -116* | -6% | -9 | 1% | -16% | -13%
9: CCOc1ccc(N2C(=O)c3ccc(C(=O)OCc4c(C)noc4C)cc3C2=O)cc1
 : -4 | 11% | -3% | -21 | -8% | 20 | 3% | 0% | 10%
10: COc1ccc(NC(C)=O)cc1NC(=O)CSc1nc2ncccc2[nH]1
 : 2 | 15% | -2% | 3 | ? | -1 | -2% | 0% | 18%
11: COc1cccc(C(=O)NCCS(=O)(=O)NCc2ccco2)c1
 : -14 | 11% | -1% | 4 | -294%[inhibitor] | -11 | 4% | -4% | 2%
12: COc1ccc2oc(C(=O)OCC(=O)NC(C)c3ccccc3)c(C)c2c1 (stereo not drawn)
 : 1 | -2% | 5% | 7 | ? | 55 | 13% | -9% | -26%
13: O=C(c1ccc(Cl)cc1)c1cc(-c2ccccn2)c(N2CCOCC2)s1
 : -2 | -1% | 5% | -11 | 19% | 0 | 5% | -16% | -6%
14: Cc1cccnc1NCc1ccc(O)c2ncccc12
 : -19 | ? | ? | -51* | ? | 100 | 18% | ? | ?
15: Cc1cc(C)c(S(=O)(=O)N2CCCC(C(=O)NC3CC3)C2)c(C)c1 (stereo not drawn)
 : 1 | 6% | -3% | -4 | -2% | 12 | 1% | ? | 3%
16: O=C(CSc1ccccc1F)NCC(c1cccs1)N1CCOCC1 (stereo not drawn)
 : 0 | 0%[9.24 µM] | -9% | 7 | 16% | 32 | 10% | -16% | 13%
17: CNc1cc(-c2ccc(CC#N)cc2)ncn1
 : -8 | -3% | -2% | 0 | nt | -17 | 12% | 7% | -20%
18: CC(=O)Nc1ccc(N2C(=O)CC(Sc3nc(C)cc(C)n3)C2=O)cc1 (stereo not drawn)
 : -1 | 21% | 9% | 7 | 0% | 23 | 3% | 0% | 10%
19: CCOC(=O)c1cc2sc(C)cc2n1CCCN1C(=O)c2ccccc2C1=O
 : 12 | -11% | 8% | 15 | -9% | -12 | 9% | -16% | -10%
20: CSCCC(NC(=O)c1cccc(S(=O)(=O)N2CCOCC2)c1)C(=O)Nc1ccc(F)cc1 (stereo not drawn)
 : -10 | 10% | 1% | -24 | 112% | 13 | 5% | -15% | -4%
21: CC[C@H]1CCCCc2ccccc2[C@@H](C(=O)C[C@@H](O)CC(C)=O)OC1=O
 : 9 | 9% | -1% | 10 | ? | 36 | -1% | -4% | 4%
22: CN(C)Cc1c(-c2ccc(Cl)cc2)nc2ccc(Cl)cn12
 : 2 | -2% | 1% | 5 | 1% | -6 | 16% | -24% | -26%
23: O=C(COC(=O)/C=C/c1ccc(C(F)(F)F)cc1)NCCC1=CCCCC1
 : 7 | 16% | -4% | 1 | 3% | -9 | 5% | -6% | 11%
24: CC1Cc2cc(S(=O)(=O)CCC(=O)NCc3ccco3)ccc2N1C(=O)C1CC1 (stereo not drawn)
 : -9 | ? | ? | -15 | 28% | 0 | -2% | -11% | ?
25: CC(=O)c1cccc(NS(=O)(=O)N(C)C)c1
 : -7 | 10% | 10% | -6 | -2% | 16 | 11% | ? | 7%
26: COc1cc2[nH]c(=S)n(Cc3ccccc3)c(=O)c2cc1OC
 : 1 | -11% | 5% | -11 | -4% | -19 | 0% | ? | -15%
27: O=c1[nH]c(=S)[nH]c2sc3c(c12)CCCCCC3
 : 0 | -11% | 11% | -29 | -1% | 19 | -3% | 6% | -6%
28: Cc1cccc(NC(=O)COC(=O)c2ccc(S(=O)(=O)N3CCCC3)cc2)c1
 : 13 | 0% | -5% | 22 | -7% | 8 | -5% | 1% | 6%
29: CC(C)c1ccc(OCC(=O)NN2C(=O)c3ccccc3C2=O)c(Br)c1
 : 6 | -2% | 1% | -16 | -4% | -5 | -5% | 18% | 8%
30: CCCNC(=O)CN1CCN(S(=O)(=O)c2ccc(Br)s2)CC1
 : -5 | -1% | -11% | -18 | -6% | -12 | 7% | ? | -3%

Reformatted as labelled records: part of the list above.
7: Oc1ccccc1-c1n[nH]c(-c2ccccc2O)n1
  D3 ag: 2 | HT1080NT lethal: ? | KB-3-1 tox: ? | DRD3 antagonist: 18 | SW480 rereplic: ? | IL1B secr inh: -3 | GLP-1R agonist: 0% | KB-V1 cytotox: ? | HT1080 IDH1KD tx: ?
8: COc1ccccc1C1CCN(Cc2ccccc2)CC1
  D3 ag: -24 | HT1080NT lethal: 1% | KB-3-1 tox: 1% | DRD3 antagonist: -116* | SW480 rereplic: -6% | IL1B secr inh: -9 | GLP-1R agonist: 1% | KB-V1 cytotox: -16% | HT1080 IDH1KD tx: -13%

Another view of some results above:
#	compound	D3 ag	HT1080NT lethal	KB-3-1 tox	DRD3 antagonist	SW480 rereplic	IL1B secr inh	GLP-1R agonist	KB-V1 cytotox	HT1080 IDH1KD tx
6	COCC(=O)NC1CC2CCCC(C1)N2Cc1ccccc1 (stereo not drawn)	2	-1%	11%	-77*	-3%	-10	-5%	-4%	2%
7	Oc1ccccc1-c1n[nH]c(-c2ccccc2O)n1	2	?	?	18	?	-3	0%	?	?
8	COc1ccccc1C1CCN(Cc2ccccc2)CC1	-24	1%	1%	-116*	-6%	-9	1%	-16%	-13%
9	CCOc1ccc(N2C(=O)c3ccc(C(=O)OCc4c(C)noc4C)cc3C2=O)cc1	-4	11%	-3%	-21	-8%	20	3%	0%	10%
10	COc1ccc(NC(C)=O)cc1NC(=O)CSc1nc2ncccc2[nH]1	2	15%	-2%	3	?	-1	-2%	0%	18%
11	COc1cccc(C(=O)NCCS(=O)(=O)NCc2ccco2)c1	-14	11%	-1%	4	-294%[inhibitor]	-11	4%	-4%	2%
12	COc1ccc2oc(C(=O)OCC(=O)NC(C)c3ccccc3)c(C)c2c1 (stereo not drawn)	1	-2%	5%	7	?	55	13%	-9%	-26%
13	O=C(c1ccc(Cl)cc1)c1cc(-c2ccccn2)c(N2CCOCC2)s1	-2	-1%	5%	-11	19%	0	5%	-16%	-6%

Next results follow:
The line under a structure holds: D3 ag | HT1080NT lethal | KB-3-1 tox | DRD3 antagonist | SW480 rereplic | IL1B secr inh | GLP-1R agonist | KB-V1 cytotox | HT1080 IDH1KD tx
31: CC(=O)c1cccc(S(=O)(=O)NCCCN2CCOCC2)c1
 : -9 | 0% | -7% | 2 | -2% | -30 | -4% | 0% | 10%
32: CC1=NNC(=O)C1CCC(=O)N/N=C/c1ccc(C)cc1 (stereo not drawn)
 : 3 | ? | 6% | 10 | ? | 18 | 5% | 0% | 22%
33: COC(=O)c1ccc(CN2CCc3ccc(NC(=O)c4ccncc4)cc3C2)cc1
 : -6 | -1% | ? | ? | -4% | -11 | -2% | 13µM* | 0%
34: CCOc1cc(/C=N/Nc2nnc(C)n2N)ccc1OC(C)=O
 : -4 | 16µM* | 5% | ? | 18% | 18 | -1% | 21% | 21µM*
35: CCn1cc(Cl)c(C(=O)N2N=C(c3ccc4ccccc4c3)CC2c2ccccc2O)n1 (stereo not drawn)
 : -5 | ? | 21µM* | 7 | ? | ? | -2% | ? | ?
36: Fc1ccc2nc(C3CCCCN3Cc3nc(CC4CC4)no3)[nH]c2c1 (stereo not drawn)
 : -5 | -15% | -14% | 3 | -2% | -65* | 4% | ? | -2%
37: CCN(C(=O)COC(=O)C1CCN(S(=O)(=O)c2cccs2)CC1)c1ccccc1
 : 5 | 18% | 12% | -3 | -3% | 17 | 15% | 0% | 16%
38: COc1ccc(NC(=O)CC#N)cc1OC
 : 1 | 9% | 13% | -10 | -1% | 14 | -7% | 0% | 10%
39: CC(C)(NO)/C(=N/O)c1cccs1
 : -4 | 0% | -1% | 0 | -6% | 0 | -12% | ? | 11%
40: COc1ccc(-n2nc(C(=O)NCC(=O)NCCN(C)C)c3ccccc3c2=O)cc1
 : -6 | 1% | 11% | -18 | -25% | ? | 4% | ? | 1%
41: Cc1ccc(CNC(=O)[C@H]2O[C@@H](n3cnc4c(N)ncnc43)[C@H](O)[C@@H]2O)o1
 : -7 | 14% | 0% | ? | nt | 20 | 4% | 14% | 6%
42: CCOC(=O)N1CCN(CC(O)COc2ccc(CC)cc2)CC1 (stereo not drawn)
 : 0 | 22% | -11% | 0 | -1% | 3 | -3% | -5% | 26%
43: CC(=O)c1cccc(N(C(=O)CNC(=O)c2ccco2)C(C(=O)NCC2CCCO2)c2ccccc2)c1 (stereo not drawn)
 : -32 | 18% | 12% | -1 | -5% | 9 | 4% | -2% | 24%
44: O=C(/C=C/c1c(Cl)cccc1Cl)NCCCn1ccnc1
 : -12 | -8% | 11% | -24 | ? | -6 | 7% | -3% | -4%
45: OCC[C@H]1C[C@H](O)[C@@H](O)[C@]2(CCCCO2)O1
 : 2 | 9% | 13% | 8 | -1% | 4 | 7% | 0% | 2%
46: O=C(N/N=C/c1ccncc1)c1nc2ccccc2c(=O)[nH]1
 : 1 | -1% | 0% | -5 | ? | -10 | -6% | -6% | 1%
